Screening results (PubChem BioAssay)
KLK5 inh: human KLK5 protease inhibitors, primary screen, biochemical, 1536-well. inhibition, % at 5 µM. recombinant hK5, fluorogenic AMC substrate cleavage. 0.59% of 210,000 active. AID 873, 2007;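 active = inhibition of 40% or more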;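 note: 0% = enzyme controls without compound and 100% = no-enzyme blanks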
PERK inh: block of dimerizer-induced PERK translation repression, primary screen, PERK inhibitor project, CHO PERK-DD cells, SEAP luminescence, HTS; Eukaryotic translation initiation factor 2-alpha kinase 3 (Homo sapiens), Q9NZJ5; CHO PERK-DD fusion, SEAP luminescence translation reporter; inhibition, % at 5.6 µM; 0.17% of 220,000 active; AID 1416, 2008;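 active = inhibition above the mean inhibition of all tested compounds plus 3 SD, set separately per screening campaign, cut at about 2.9% in these data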;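 note: PERK kinase domain activated by AP20187 dimerizer at 100 nM; 0% = DMSO with dimerizer and 100% = rapamycin at 8.4 µM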
Target sequence (Q9NZJ5 whole entry, looked up, the tested form may be a part): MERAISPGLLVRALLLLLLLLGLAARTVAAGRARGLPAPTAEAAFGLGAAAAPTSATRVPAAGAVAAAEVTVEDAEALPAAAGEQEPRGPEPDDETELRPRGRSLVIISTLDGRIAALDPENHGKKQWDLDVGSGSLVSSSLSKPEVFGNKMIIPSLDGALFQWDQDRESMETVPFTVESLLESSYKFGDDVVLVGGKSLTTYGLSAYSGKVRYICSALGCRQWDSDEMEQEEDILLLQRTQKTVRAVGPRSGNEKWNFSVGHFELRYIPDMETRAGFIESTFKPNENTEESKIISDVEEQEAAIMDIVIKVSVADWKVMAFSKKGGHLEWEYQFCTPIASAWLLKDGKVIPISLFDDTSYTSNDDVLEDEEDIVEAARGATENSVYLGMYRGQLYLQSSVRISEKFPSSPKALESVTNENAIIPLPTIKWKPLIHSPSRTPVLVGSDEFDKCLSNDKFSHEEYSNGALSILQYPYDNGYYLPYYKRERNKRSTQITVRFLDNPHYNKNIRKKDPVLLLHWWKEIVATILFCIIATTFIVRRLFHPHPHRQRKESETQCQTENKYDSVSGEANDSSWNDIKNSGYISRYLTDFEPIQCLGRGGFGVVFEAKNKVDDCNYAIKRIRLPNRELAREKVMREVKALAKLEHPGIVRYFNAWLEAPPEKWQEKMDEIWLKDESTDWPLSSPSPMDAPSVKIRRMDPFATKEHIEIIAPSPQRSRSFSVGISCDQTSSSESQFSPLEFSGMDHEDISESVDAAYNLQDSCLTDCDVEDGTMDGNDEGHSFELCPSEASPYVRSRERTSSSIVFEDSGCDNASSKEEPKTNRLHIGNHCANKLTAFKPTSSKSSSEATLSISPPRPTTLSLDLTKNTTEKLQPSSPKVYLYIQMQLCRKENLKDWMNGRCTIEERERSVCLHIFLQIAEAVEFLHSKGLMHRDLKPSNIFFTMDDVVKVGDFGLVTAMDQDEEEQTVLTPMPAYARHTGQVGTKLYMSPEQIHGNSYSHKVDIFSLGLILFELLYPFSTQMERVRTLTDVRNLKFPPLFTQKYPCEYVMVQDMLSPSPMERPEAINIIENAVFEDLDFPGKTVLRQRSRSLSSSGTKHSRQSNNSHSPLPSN
Thrombin inh: human alpha-thrombin inhibitors, primary screen, counter-screen for coagulation protease inhibitor project, biochemical, 1536-well, fluorogenic AMC substrate; inhibition, % at 5 µM; 0.26% of 220,000 active; Prothrombin (Homo sapiens), P00734; AID 1046, 2008; Boc-VPR-AMC fluorogenic substrate cleavage;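 active = inhibition at or above 40%; inactive = inhibition below 40%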;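 note: 0% = enzyme with no compound and 100% = wells without enzyme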
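Test system: human alpha-thrombin protein / Dosing: one concentration per compound, 5 µM, with 0.2% DMSO / Medium: pH 7.5 Tris-saline with Tween 20 / Benchmarks: no-compound enzyme wells and no-enzyme blanks / Read-out basis: percent inhibition of thrombin substrate cleavage / Timing: reaction at room temperature / Measured by: fluorescence, ex 355 nm, em 460 nm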
KCC2 mod: KCC2 cotransporter modulators, thallium flux, primary screen, cell-based, HEK293 KCC2, FluoZin-2 fluorescence, MLSMR. AID 1456, 2008. B-score of Tl+ flux slope (higher = more flux/activation; lower = inhibition) at 10 µM. 2.2% of 190,000 active. KCC2 cells, thallium flux FluoZin-2 fluorescence. Solute carrier family 12 member 5 (Homo sapiens), Q9H2X9;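 active = thallium flux slope and its plate-corrected score both differing from the plate sample mean at a set confidence after two filtering rounds, in either direction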;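 note: slope of fluorescence scaled to starting intensity during 10 to 20 s after thallium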
FXIa inh: human FXIa protease inhibitors, primary screen, biochemical, 1536-well. Coagulation factor XI (Homo sapiens), P03951. purified FXIa, Boc-Glu-Ala-Arg-AMC fluorogenic substrate. inhibition, % at 5 µM. 0.14% of 220,000 active. AID 798, 2007;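 active = inhibition of at least 40%; inactive = inhibition below 40%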;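 note: fluorescence of freed AMC excited at 355 nm; 0% = enzyme without compound and 100% = no enzyme blank; many of its hits are not listed in these tables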
p97 inhibitor: inhibitors of human p97 ATPase, primary screen, biochemical. recombinant p97 ATPase, Kinase-Glo ATP luminescence, 3 h. inhibition, % at 8 µM. 0.42% of 220,000 active; in the data active = inhibition above about 15%;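 note: 0% = DMSO vehicle and 100% = wells lacking enzyme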
FXIIa inh: human FXIIa protease inhibitors, primary screen, biochemical, 1536-well | purified FXIIa, Boc-QGR-AMC fluorogenic substrate, 2 h | inhibition, % at 5 µM | 0.3% of 220,000 active; in the data active = inhibition above about 40%;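 note: 0% = enzyme with no compound and 100% = blank without enzyme; many of its hits are not listed in these tables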
Wee1 stabilizer: Wee1 degradation inhibitors, primary screen, cell-based, HeLa, Wee1K328M-luciferase, luminescence; reporter increase, % at 5 µM; AID 1321, 2008; 1.2% of 220,000 active; Wee1-like protein kinase (Homo sapiens), P30291; HeLa Luc-Wee1K328M stability; 100% = proteasome inhibitor MG132 effect;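 active = activation above the mean of all tested compounds plus 3 SD, set per screening run, cut at about 8.8% in these data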;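 note: cells exposed to compound for 20 h before luminescence read; 0% = DMSO alone and 100% = MG132 at 30 µM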
Furin inh: human furin inhibitors, primary screen, biochemical, fluorescence intensity. purified furin, fluorogenic substrate cleavage. 0.061% of 220,000 active. AID 463115, 2010. P09958. inhibition, % at 30 µM; in the data active = inhibition above about 25%; note: inactives centre near -15
Active calls of the source: *; i = inactive; nt = not tested or not shown; [ ] = remark or other dose.

SMILES	KLK5 inh	PERK inh	Thrombin inh	KCC2 mod	FXIa inh	p97 inhibitor	FXIIa inh	Wee1 stabilizer	Furin inh
C(=N\Nc1nc2ccccc2s1)/c1ccc2c(c1)OCO2	-3	-0.5	-12	-0.024	3	2	10	5	-13
CCn1c(=O)n(CC)c2cc(S(=O)(=O)Nc3ccccc3C)c(C)cc21	-16	-1.4	-2	-0.13	9	4	13	2	-20[20 µM]
CCCc1nc2c(c(=O)c3ccccc3n2C)c(=O)n1C1CCCCCC1	-5	0.9	-7	-1.7	5	4	11	-2	-17
COc1cc(/C=N/NC(=O)NC2CCCCC2)cc(OC)c1O	-2	0.3	-4	1.5	0	6	3	2	-15
Cc1ccc(-n2c(SCC(=O)Nc3ccc4c(c3)OCCO4)nnc2-c2ccco2)cc1	4	-0.5	0	-1.5	-2	-7	-6	1	-35[20 µM]
COCCN1C=C(C(=O)OC)C(c2ccccc2Cl)C(C(=O)OC)=C1	4	0.4	-6	0.19	-13	-2	-6	5	-61
CSc1ccc(C(=O)NCC(=O)O)cc1[N+](=O)[O-]	-1	0.8	-1	1.4	2	3	9	1	-9
CCCOc1ccc(C(=O)NC(=S)Nc2nc(C)c(C(=O)N(C)C)s2)cc1	1	-0.2	-1	2	3	0	6	-2	-18[20 µM]
COc1ccccc1N1CCN(CC(O)COc2ccc3c(c2)OCO3)CC1 (stereo not drawn)	-4	0.3	-5	0.2	-3	0	9	0	-32
NS(=O)(=O)c1ccc(NC(=S)NC2CCCCCC2)cc1	-12	1.2	-4	1.7	-1	3	5	0	-21
CCCCC1C2=C(CCCC2=O)OC2=C1C(=O)CCC2	14	-0.4	-3	-1.4	-15	1	-2	0	-7
COCc1ccc(CN2CCCC(CCC(=O)NCc3cccc(OC)c3)C2)o1 (stereo not drawn)	-2	0.1	-9	nt	-7	-3	9	-1	-23
COc1cccc(CN2CCSCC2)c1	1	0.6	-1	0.74	2	0	3	-1	-20[20 µM]
O=C(Nc1ccccc1)c1ccc(C(=O)Nc2ccccc2)nc1	-2	0.0	-2	-0.11	-5	4	4	3	-22
O=C(CN1CCN(S(=O)(=O)c2ccc3ccccc3c2)CC1)N1CCc2ccccc2C1	3	-0.3	-20	-2.8	5	-5	-9	0	-10[20 µM]
CC(=O)N1CN(C2CC(C)(C)NC(C)(C)C2)Cc2c1sc1c2CCCC1	-11	0.5	-4	0.33	11	1	4	4	-15
CCOc1ccc(N2C(=O)c3ccc(C(=O)OCc4c(C)noc4C)cc3C2=O)cc1	9	0.6	7	nt	3	4	4	0	-15
COc1ccc(N=C2NN=C(c3ccc4c(c3)OCCO4)CS2)cc1	-3	-0.2	4	0.059	7	6	18	-2	-2[20 µM]
Cc1cc(NC(=S)NC(=O)C2CC2)ccc1Br	-4	0.4	-9	3.1	-1	1	2	3	-18
CSc1nsc(/C=C/Nc2ccc(O)cc2C)c1C#N	-3	-0.2	-7	0.59	-2	4	8	-2	-14
CCCCOc1ccc(CSc2nc(C)[nH]c2[N+](=O)[O-])cc1[N+](=O)[O-]	2	0.3	-1	-0.56	2	-10	7	-1	14
COc1ccccc1C1N(c2cc(Cl)ccc2OC)C(=O)C2CCCN21 (stereo not drawn)	-6	1.0	-3	0.48	5	5	18	-3	-32
Cc1nn2c(C)c(C(=O)Nc3ccccc3)cnc2c1C#N	-16	-1.3	-6	0.062	2	1	4	7	-17[20 µM]
CCOC(=O)c1c(NC(=O)C(Sc2ccccc2)c2ccccc2)sc(C(N)=O)c1C (stereo not drawn)	-3	0.6	-1	0.31	0	-3	14	-3	-16
COc1cccc(NC(=O)CSc2nc3ccccc3c(=O)n2Cc2cccs2)c1	-8	0.0	1	-0.11	8	0	10	3	-12
COc1ccc(N(C(=O)CNC(=O)c2ccco2)C(C(=O)NC2CCCC2)c2ccncc2)cc1 (stereo not drawn)	-2	0.4	-2	1.2	-4	1	5	-1	-20
S=C(NC1CCCCC1)N1CCN(Cc2ccccc2)CC1	-10	0.3	-2	-2	8	-3	6	0	-23
CCN(CC)S(=O)(=O)c1ccc(Cl)c(OC)c1	-22	-0.5	3	nt	3	-3	10	2	-17[20 µM]
N#C/C(=C/c1ccc(N2CCCCCC2)o1)c1ccc(F)cc1	1	-0.9	4	nt	3	-3	11	4	-18[20 µM]
NC(=O)c1ccccc1N/C=C/C(=O)c1ccco1	-24	-0.1	1	-0.59	-8	1	-9	4	-20[20 µM]
CCOC(=O)Cn1nnnc1CN(Cc1ccc(OC)cc1)Cc1cc2cc(C)ccc2[nH]c1=O	12	-0.2	20	-0.16	5	0	16	0	-27[20 µM]
COc1cccc(-c2cc3nc(-c4ccccc4)cc(N4CCCC(O)C4)n3n2)c1 (stereo not drawn)	-2	-1.0	-15	0.4	-4	-2	4	-3	-20
CCN(CC)CCNC(=O)c1ccc(NC(=O)c2ccc(F)cc2)cc1	3	0.8	-4	0.95	2	1	10	-4	-10
O=C1COc2ccc(C(=O)CSc3ccccc3C(=O)O)cc2N1	2	0.0	-1	-0.3	4	11	7	1	-9
O=[N+]([O-])c1cc(-c2cnc3ccccc3n2)ccc1Cl	-4	0.3	-10	0.29	-4	6	3	2	-18
Cc1cccc2c(N=Nc3ccc(S(=O)(=O)Nc4ccc(Cl)cc4)cc3[N+](=O)[O-])c(O)[nH]c12	-1	1.1	3	-0.52	4	3	11	3	-12
Cc1ccccc1-n1c([C@@H]2C[C@H]2c2ccccc2)n[nH]c1=S	-5	0.9	-5	-0.011	-2	5	7	2	-9
O=C(N/C(=C\c1ccc([N+](=O)[O-])cc1)C(=O)N1CCCCC1)c1ccccc1Br	-13	-1.0	-3	-0.66	0	-4	7	-2	-12
O=C(CSc1nnc(COc2ccc(Cl)cc2)o1)N1c2ccccc2CCc2ccccc21	-11	-0.3	3	0.48	7	0	11	-1	-12[20 µM]
CCO[C@@H]1OC(C(=O)NC2CC2)=C[C@H](C)[C@H]1CCCO	-1	nt	-6	-0.43	-2	nt	5	nt	-6

In another format: 3 of the compounds above
structure | KLK5 inh | PERK inh | Thrombin inh | KCC2 mod | FXIa inh | p97 inhibitor | FXIIa inh | Wee1 stabilizer | Furin inh
Cc1ccccc1-n1c([C@@H]2C[C@H]2c2ccccc2)n[nH]c1=S | -5 | 0.9 | -5 | -0.011 | -2 | 5 | 7 | 2 | -9
O=C(N/C(=C\c1ccc([N+](=O)[O-])cc1)C(=O)N1CCCCC1)c1ccccc1Br | -13 | -1.0 | -3 | -0.66 | 0 | -4 | 7 | -2 | -12
O=C(CSc1nnc(COc2ccc(Cl)cc2)o1)N1c2ccccc2CCc2ccccc21 | -11 | -0.3 | 3 | 0.48 | 7 | 0 | 11 | -1 | -12[20 µM]

(continued)
SMILES	KLK5 inh	PERK inh	Thrombin inh	KCC2 mod	FXIa inh	p97 inhibitor	FXIIa inh	Wee1 stabilizer	Furin inh
COc1ccc(C)c2sc(=NC(=O)c3ccccc3)n(C)c12	32	0.7	-6	nt	-11	6	-4	-1	-30
Cc1ccc(SCC(=O)Nc2cc(C)on2)cc1	-19	1.3	-13	-0.24	-12	1	9	2	-12[20 µM]
Cc1ccccc1-n1c(C)nc2ccccc21	-3	-0.1	1	nt	13	6	24	1	-28
O=C(Nc1nccs1)c1ccccc1[N+](=O)[O-]	-29	0.1	-8	0.66	4	7	6	2	-23
C#CCSc1nc2ccccc2n1C(=O)c1ccc(S(=O)(=O)N2CCCCC2)cc1	-14	1.0	-7	0.24	10	6	12	1	-16
COC(=O)c1ccc(CSc2nc3ccccc3c(=O)n2-c2cccc(OC)c2)o1	-3	-0.8	1	-0.74	3	4	13	1	-16
N#CCCN(CCC#N)c1nncs1	0	0.3	2	0.017	-3	-4	9	-2	-19
CCOC(=O)C(NC(=O)C1CCCN1C(=O)OCc1ccccc1)C(=O)OCC (stereo not drawn)	3	-0.1	0	-1.1	4	3	10	8	-21
CCN(CC(=O)NC(=O)NCc1ccccc1)Cc1nc2ccccc2c(=O)[nH]1	-7	-0.5	-18	0.0027	-4	-2	7	11*	-16
O=C1OC(Nc2ccc(Br)cn2)c2ccccc21 (stereo not drawn)	0	1.1	0	nt	5	1	16	-1	-28
Cc1ncsc1C(=O)O	-4	0.6	-13	-0.72	-5	4	-1	-1	-26
O=C(c1ccccc1F)N1CCN(CC2CC3C=CC2C3)CC1 (stereo not drawn)	-5	1.3	-3	-1	-5	3	7	1	-34
N#Cc1ccc(-c2ccc(OCC(O)Cn3nnc4ccccc43)cc2)cc1 (stereo not drawn)	-9	-0.4	0	0.32	3	1	21	0	-18
CN(C(=O)CSc1nnc(C(F)(F)F)n1N)C1CCS(=O)(=O)C1 (stereo not drawn)	8	0.0	20	1.7	11	-2	16	8	-6
C[C@H](NC(=O)OC(C)(C)C)c1nnc(SCC(N)=O)o1	-9	0.1	-6	0.31	-4	-3	6	3	-24
CCN(CC)S(=O)(=O)c1cccc(C(=O)/C=C2/N(C)c3ccccc3C2(C)C)c1	2	-0.2	-6	-3.4	6	1	12	2	-8
C=CCn1cnc2c(nnn2-c2ccc(Cl)cc2)c1=O	-8	0.4	-10	-0.07	-3	0	6	-2	-23
CCc1nc(Nc2ccc(OC)c(OC)c2)c2nnn(Cc3ccccc3Cl)c2n1	-13	0.1	-1	1.3	1	-1	9	2	-17[20 µM]
COc1ccccc1NS(=O)(=O)c1ccc(NC(=O)c2nc3nc(C)cc(C(F)F)n3n2)cc1	8	0.4	-1	nt	-18	0	8	2	-24[20 µM]
Cc1nc2c3c(sc2c(=O)[nH]1)NC(=O)CC3c1ccccc1Cl (stereo not drawn)	-1	1.5	-2	0.72	-1	7	1	-2	-11
Cc1ccc2occ(-c3nn[nH]n3)c(=O)c2c1	-17	0.6	1	i	11	1	11	-2	3
O=c1c2c(nc3n1CCCCC3)sc1c(O)c(Br)ccc12	-19	-0.3	2	nt	-3	4	14	3	-24[20 µM]
COc1cccc(C(=O)Nc2ccc(C3CC3(Cl)Cl)cc2)c1 (stereo not drawn)	-2	0.1	-2	-0.044	8	3	9	6	13
CC[C@H](C)C1NC(=O)[C@H](CC(=O)O)NC(=O)c2cc([N+](=O)[O-])cc(I)c2NCCC(C(N)=O)NC1=O (stereo partly drawn)	-16	-0.8	-2	0.14	-4	-2	8	-3	-9
Cc1ccccc1C(=O)Nc1ccccc1	3	0.5	-4	-0.073	-4	2	-4	-1	-24
CN(c1ccccc1)S(=O)(=O)c1cccc(NC(=O)Cn2cnc3c2c(=O)n(C)c(=O)n3C)c1	1	-0.3	7	-1.3	25	0	25	4	-12
CC(=O)c1cccc(NC(=O)CN(c2cccc(F)c2)S(C)(=O)=O)c1	1	0.0	-4	0.56	-2	-4	8	5	-16[20 µM]
CC(C)Cn1cc(C(=O)NCCCOC(C)C)c2c3ccccc3n(C)c2c1=O	13	-0.4	-3	-0.054	-2	0	11	0	-14[20 µM]
N#C/C(=C/c1ccc(N2CCCCC2)o1)C(=O)NCCc1c[nH]c2ccccc12	-17	-0.8	-2	0.23	7	5	11	5	7
